# Source: PubChem
# NRP1-CendR mod – modulators of CendR peptide binding to human neuropilin-1 | FAM-RPARPAR peptide binding to NRP-1, fluorescence polarization | AID 602438 | inhibition, % at 25 µM | actives 0.85% (n = 360,000);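 active means inhibition or corrected inhibition above about 18%, plus a signal ratio from 0.5 to 1.5, limit read from the data, passing the limit was not always enough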; further: strong numbers were not always called active
# Target sequence (O14786 whole entry, looked up): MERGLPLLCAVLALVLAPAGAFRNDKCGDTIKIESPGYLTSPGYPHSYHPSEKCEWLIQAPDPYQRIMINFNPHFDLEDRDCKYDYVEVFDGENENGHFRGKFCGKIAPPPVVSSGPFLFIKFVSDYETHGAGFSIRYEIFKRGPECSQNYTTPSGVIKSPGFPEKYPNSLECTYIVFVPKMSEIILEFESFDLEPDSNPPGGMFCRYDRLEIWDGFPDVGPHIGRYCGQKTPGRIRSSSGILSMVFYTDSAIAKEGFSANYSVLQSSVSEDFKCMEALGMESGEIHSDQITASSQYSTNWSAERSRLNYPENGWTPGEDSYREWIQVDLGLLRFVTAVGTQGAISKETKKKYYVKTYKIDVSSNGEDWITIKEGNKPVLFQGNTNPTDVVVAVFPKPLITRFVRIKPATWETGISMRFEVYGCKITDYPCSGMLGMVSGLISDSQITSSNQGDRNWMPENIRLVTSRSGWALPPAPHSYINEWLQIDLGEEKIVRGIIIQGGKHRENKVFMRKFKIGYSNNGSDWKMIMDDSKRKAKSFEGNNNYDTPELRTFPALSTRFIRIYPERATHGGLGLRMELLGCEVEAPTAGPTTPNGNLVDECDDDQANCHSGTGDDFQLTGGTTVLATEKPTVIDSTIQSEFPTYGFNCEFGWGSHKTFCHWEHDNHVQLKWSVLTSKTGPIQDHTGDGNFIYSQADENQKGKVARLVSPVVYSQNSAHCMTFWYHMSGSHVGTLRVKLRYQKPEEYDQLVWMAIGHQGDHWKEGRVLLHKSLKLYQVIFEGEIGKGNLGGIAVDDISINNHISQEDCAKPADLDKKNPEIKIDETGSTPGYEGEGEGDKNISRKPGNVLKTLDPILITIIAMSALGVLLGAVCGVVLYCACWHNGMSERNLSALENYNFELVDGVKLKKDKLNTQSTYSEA
# MsrA act – activators of bovine methionine sulfoxide reductase A; purified bovine MsrA, absorbance read-out; actives 0.3% (n = 360,000); AID 602163; activation, % at 10.6 µM; in the data active means activation above about 7.5%;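 further: 0% = vehicle and 100% = reference activator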
# FAS-TE inh – inhibitors of human fatty acid synthase thioesterase domain; P49327; recombinant FAS-TE, OMFH fluorogenic substrate, fluorescence endpoint; inhibition, % at 15 µM; actives 0.67% (n = 360,000); AID 602261;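 active means compounds whose normalised, plate-corrected inhibition of enzyme fluorescence in the single-dose primary screen is 50% or more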;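 further: 0% = DMSO with enzyme and 100% = substrate without enzyme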
# Neddylation inh – blocks human cullin neddylation. calls only at 25 µM. TR-FRET cullin neddylation, biochemical. AID 651699. actives 0.58% (n = 360,000). P61081+Q13564; in the data active means inhibition above about 36%
# MT1-MMP act inh – MT1-MMP (human) activation inhibition; GFP/RFP ratio change, % at 20 µM; P50281; AID 651647; actives 0.061% (n = 360,000); HT1080 RFP-PRO-GFP cells, GFP/RFP ratio fluorescence, overnight; percent of plate control window, DMSO zero;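 active means GFP/RFP ratio change of at least 30% with cell ATP level not reduced by more than half and red fluorescence within 50% of control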; further: strong numbers were not always called active
#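 Read-out: GFP/RFP fluorescence ratio; Test system: RFP-PRO-GFP reporter HT1080 cells; Compound dosing: single-point 20 µM compound, 1% DMSO; Times: overnight compound exposure at 37 °C.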
# SKN-1 inh – inhibitors of C. elegans SKN-1; inhibition, % at 21.8 µM; AID 624304; actives 0.49% (n = 360,000); C. elegans VP596 Pgst-4::GFP/RFP ratio, acrylamide-induced, 24 h;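 active means interference check ratio from 0.5 to 1.5 plus GFP to RFP signal ratio inhibition reaching or exceeding a fixed threshold, cut at about 30% in these data, passing the limit was not always enough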; further: some compounds called inactive have numbers as strong as hits
# E coli Lon inh – inhibits E. coli Lon protease | P0A9M0 | purified E. coli Lon protease, fluorescence polarization | actives 0.42% (n = 360,000) | inhibition, % at 7.94 µM; in the data active means inhibition above about 13%, passing the limit was not always enough;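 further: 0% = enzyme with probe and DMSO and 100% = no enzyme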
# MsrA inhibitor – inhibitors of bovine MsrA; purified bovine MsrA, absorbance read-out; inhibition, % at 15.5 µM; actives 0.75% (n = 360,000); AID 651718; in the data active means inhibition above about 4.5%;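 further: 0% = vehicle wells with enzyme and 100% = reference inhibitor wells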
# Rin1 Abl inh – inhibitors of human Rin1-Abl protein interaction; P00519+Q13671; TR-FRET Rin1/Abl binding, biochemical; inhibition, % at 7.35 µM; actives 0.4% (n = 360,000); AID 588664; in the data active means inhibition above about 5%, passing the limit was not always enough
# * marks the source's active call; other numbers are inactive results; i = inactive; · = no result given; + = active, no number. Not a hit list, and some 4.2% of all compounds hit somewhere here.
Structure	NRP1-CendR mod	Neddylation inh	Rin1 Abl inh	E coli Lon inh	FAS-TE inh	SKN-1 inh	MsrA act	MT1-MMP act inh	MsrA inhibitor
Cn1c(C(=O)NCCCN2CCOCC2)cc2c(=O)n(C)c3ccccc3c21	-1	i	-2	-3	-6	-3	-2	1	0.4
CCC[C@H]1CCCC/C=C\CCCC(=O)OCCN1C(=O)OC(C)(C)C	10	i	2	3	18	4	-6	1	-0.8
COCCN(C(=O)CCc1ccc(OC)cc1)c1nnc(-c2ccncc2)s1	12	i	-2	-10	6	-4	-2	-1	0.7
CCOC(=O)c1sc(NC(C)=O)c(C(=O)OCC)c1C	12	i	-2	4	10	18	-5	-2	1.1
COc1ccc2c(c1)[nH]c1c(=O)n(Cc3ccco3)cnc12	4	i	0	3	-2	14	-1	7	0.0
CC(C)C#Cc1cnc2c(c1)C(=O)N([C@H](C)CO)C[C@@H](C)[C@H](CN(C)C(=O)Nc1ccccc1F)O2	-6	i	-1	-4	-12	-8	-8	2	1.3
CC(=O)Nc1ccc(S(=O)(=O)NNc2cccc(C)c2)cc1	5	i	1	5	-4	10	-3	-1	-0.8
CCc1cccc(CC)c1NC(=O)C(CC)Sc1nc2ccncc2[nH]1 (centres undefined)	4	i	-2	-1	-13	-11	-5	4	0.1
CC(=O)NC1(c2ccccc2)CCN(Cc2nnnn2C(C)(C)C)CC1	-8	i	3	-5	-11	-9	-13	0	-0.2
COC(=O)c1cccc(NC(=O)CSc2nnc(COc3ccc(C#N)cc3)n2-c2ccccc2)c1	-5	i	4	-1	-10	-13	-6	2	0.7
COc1ccc(C(=O)NCC(C)(C)SCc2c(C)cc(C)cc2C)cc1	5	i	3	-7	25	-5	-3	0	-0.1
CCN1CCN(Cc2c(C)[nH]c3ccc(OC)cc3c2=O)CC1	7	i	1	-5	-6	-24	0	5	1.3
Cc1cccc(OCC(=O)N/N=C/CC(C)c2ccccc2)c1C (centres undefined)	3	i	1	2	-1	-17	-8	3	0.3
O=C(CN1C(=O)NC2(CCCC2)C1=O)Nc1ccc(Cl)cc1C(F)(F)F	15	i	-4	-6	-4	2	-2	2	-0.8
COc1cc(C(=O)N2CCCCC2c2cc(C(=O)NCc3cccnc3)no2)cc(OC)c1C (centres undefined)	2	i	-2	12	-5	-10	-2	1	-1.1
COc1ccc(CN(C)C(=O)C23CC4CC(CC(C4)C2)C3)c(OC)c1	8	i	-1	7	13	-12	-7	-1	-1.0
CSc1nc(N2CCOCC2)c2sccc2n1	8	i	4	0	-9	4	-6	-7	1.9
CCC/C=N/Nc1nnc(Cc2ccc(OC)c(OC)c2)c(=O)[nH]1	0	i	-1	-1	-5	-5	-2	0	-0.5
O=C(Nc1ccncc1)C1CCN(S(=O)(=O)c2ccc(Cl)cc2)CC1	-3	i	3	0	4	3	-2	2	-1.8
Cc1ccc(NC(=O)c2nc[nH]c2C(=O)N2CCCCC2)c(C(=O)c2ccccc2)c1	-1	i	-2	6	0	-3	-11	·	-0.5
Cc1ccc(NC(=S)NCc2ccc3c(c2)OCO3)cc1C	-5	i	1	-3	12	-8	-8	2	-1.0
Cc1cc(NC(=O)CN2C(=O)NC3(CCCCCC3)C2=O)no1	-2	i	-6	-9	-7	-14	-7	6	2.0
CNC(=O)CN(c1cc(OCCOC)c(Cl)cc1Cl)S(=O)(=O)c1ccccc1	-8	i	2	-3	1	8	-2	2	0.1
C/C(=C\C(=O)Nc1cc(C)on1)c1ccccc1	-10	i	2	-6	-6	2	0	0	-0.3
COc1ccc(NC(=O)COC(=O)c2ccc(S(=O)(=O)N3CCCCC3)cc2)c(OC)c1	5	i	-2	-7	4	8	-4	3	-1.1
COc1cc(/C=C2\SC(=Nc3ccccc3)NC2=O)cc(Cl)c1O	143	i	0	-489	-30	1	-1	-22	0.4
CCCC(=O)Nc1ccc2c(c1)nc(CN1CCN(C(=O)OCC)CC1)n2C	9	i	1	0	-7	16	-7	-6	1.1
COCCN1C(=O)c2ccccc2C(C(=O)NCCN(C)C)C1c1ccc(F)cc1 (centres undefined)	16	i	1	-10	-9	-23	-10	-5	0.1
O=C(COC(=O)c1c(F)cccc1Cl)NC1CCCCC1	-6	i	5	-7	-4	5	-7	-3	-1.1
Cc1nc2ccc(Br)cc2c(-c2ccccc2)c1C(=O)O	1	i	-104	0	-2	-15	-2	3	1.6
CCOC(=O)c1ccc(N2CCN(c3ccccc3F)CC2)c(NC(=O)Nc2ccccc2)c1	4	i	0	-23	47	4	0	-1	1.4
O=C(Cc1cccs1)Nn1c(Cc2cccs2)nc2ccccc2c1=O	-11	i	4	-4	-8	-1	-4	-6	·
O=C(CCNC(=O)c1ccccc1)NNC(=O)c1ccccc1Br	-1	i	2	-2	-6	0	-2	1	1.0
O=C1C2C3C=CC(C3)C2C(=O)N1CCCCCCN1C(=O)C2C3C=CC(C3)C2C1=O (centres undefined)	-1	i	3	-2	-3	0	1	-3	-2.0
COc1cccc(C(=O)NCC(=O)N2CCN(c3ccc(C(F)(F)F)cn3)CC2)c1	12	i	-1	0	0	-7	-1	2	-0.9
Cc1ccc(SCC(=O)Nc2ccc(S(=O)(=O)Nc3ncccn3)cc2)cc1	-14	i	3	1	-4	-5	-2	0	-0.5
COC(=O)C1CCN(S(=O)(=O)CCNC(=O)c2ccccc2)CC1	-2	i	-2	3	-6	1	-1	3	-0.4
O=C(CCC1CCN(C(=O)c2ccco2)CC1)NCc1ccc(F)cc1	18	i	2	2	-7	-2	-4	-3	-1.0
Cc1ccc(S(=O)(=O)NC(=O)NCc2ccccc2)cc1	-6	i	-5	-6	-9	3	-9	-4	0.1
CCCCn1c(SCC(=O)c2ccccc2)nc2ccsc2c1=O	12	i	-1	4	34	9	-1	-1	-0.1
O=C(Nc1ccc(OCc2ccccc2)cc1)Nc1nnc([C@H]2C[C@H](O)[C@@H](CO)O2)s1	-8	i	-3	3	-1	5	0	10	-1.1
S=C(Nc1cccc2ccccc12)NC1CCCCC1	-1	i	-4	-9	4	11	-2	-2	2.2
Cc1ccc(C)c(N(C)S(=O)(=O)c2ccc3[nH]cc(C(=O)NCCN4CCOCC4)c(=O)c3c2)c1	5	i	0	-1	-6	21	-8	-2	0.3
Cc1c(O)ccc2c(CN3CCN(CCO)CC3)cc(=O)oc12	0	·	-2	-7	-8	12	3	-8	0.3
O=C(Nc1ccc2ccccc2c1)[C@@H]1C[C@H]1[C@@H](NP(=O)(c1ccccc1)c1ccccc1)c1ccccc1	8	i	2	2	16	22	-1	-14	0.1
COc1ccc(-n2c(CN3CCN(c4ccccc4OC)CC3)nc3ccc([N+](=O)[O-])cc3c2=O)c(OC)c1	3	i	-4	-13	32	11	-2	-6	-0.1
CC(=O)NN1C(=O)/C(=C/c2ccc(Br)o2)SC1=S	-104	i	6.5*	2	-5	-2	-3	47	1.1
Cc1ccc(-c2nc(C)sc2CC(=O)Nc2cccc(C)c2C)cc1	5	i	-4	-1	-4	6	-4	-1	-0.7
O=C(Nc1ccc(S(=O)(=O)N2CCCCC2)cc1)c1ccc(CN2CCOCC2)cc1	-5	i	1	-4	0	22	-2	-7	·
CC(=O)c1ccc(N2CCN(C(=O)c3ccc(NC(=O)C4CCCO4)cc3)CC2)cc1 (centres undefined)	-15	i	2	-6	-6	4	-3	1	3.3
COc1ccc(-n2c(CNC(=O)COc3ccc(Cl)cc3Cl)n[nH]c2=S)cc1	1	i	-2	3	-2	-3	-1	·	-2.0
COc1cc(NC(=O)CN2C(=O)C(=O)N(C3CCCC3)C2=O)cc(OC)c1	-8	i	-1	12	-5	-16	-8	-4	1.7
CN(C(=O)COC(=O)c1ccc(Cl)cc1N)C1CCCCC1	-2	i	-1	5	0	-2	-3	3	-0.4
COc1ccc(/C=N/NC(=O)CSCC(=O)Nc2ccccc2)cc1	-13	i	0	13	-6	3	-3	1	1.4
CCOc1ccccc1NC(=O)COC(=O)CN1C(=O)NC(C)(C)C1=O	-5	i	0	-5	-8	-1	-5	0	-0.4
CCC1(c2ccccc2)NC(=O)N(CC(=O)Nc2cc(S(=O)(=O)N3CCCCCC3)ccc2OC)C1=O (centres undefined)	-7	i	0	0	10	2	-2	-1	-0.6
Cc1cc([N+](=O)[O-])nn1CCCC(=O)Nc1cccc(Cl)c1Cl	0	i	1	-4	14	2	-4	1	-1.0
COc1ccccc1-c1c(C)nn2c(N3CCC(C)CC3)cc(C)nc12	7	+	-2	12	8	-14	-9	-2	-0.6
N=C1N(/N=C/c2ccccc2)C(=Nc2ccccc2)C(=S)N1c1ccccc1	-30	i	-4	-8	-10	-13	-2	3	0.7
Cn1c(N)c(C(=O)COC(=O)C2Cc3ccccc3CN2S(C)(=O)=O)c(=O)n(C)c1=O (centres undefined)	-8	i	1	-2	2	-5	0	2	-1.5

# Part of the list above, as labelled records:
COc1cc(NC(=O)CN2C(=O)C(=O)N(C3CCCC3)C2=O)cc(OC)c1
  NRP1-CendR mod: -8	Neddylation inh: i	Rin1 Abl inh: -1	E coli Lon inh: 12	FAS-TE inh: -5	SKN-1 inh: -16	MsrA act: -8	MT1-MMP act inh: -4	MsrA inhibitor: 1.7
CN(C(=O)COC(=O)c1ccc(Cl)cc1N)C1CCCCC1
  NRP1-CendR mod: -2	Neddylation inh: i	Rin1 Abl inh: -1	E coli Lon inh: 5	FAS-TE inh: 0	SKN-1 inh: -2	MsrA act: -3	MT1-MMP act inh: 3	MsrA inhibitor: -0.4
COc1ccc(/C=N/NC(=O)CSCC(=O)Nc2ccccc2)cc1
  NRP1-CendR mod: -13	Neddylation inh: i	Rin1 Abl inh: 0	E coli Lon inh: 13	FAS-TE inh: -6	SKN-1 inh: 3	MsrA act: -3	MT1-MMP act inh: 1	MsrA inhibitor: 1.4

# (listing goes on)
Structure	NRP1-CendR mod	Neddylation inh	Rin1 Abl inh	E coli Lon inh	FAS-TE inh	SKN-1 inh	MsrA act	MT1-MMP act inh	MsrA inhibitor
Cc1cccn2c(=O)nc(SCC(=O)NC3CCCCC3)nc12	-3	i	0	-4	1	10	-2	4	3.8
Fc1ccc(/C=N/N2CCCCC2)c(F)c1	1	i	0	-1	-1	10	-2	1	0.8
CCN1CC=C2C(C#N)=C(N)C(C#N)(C#N)C(c3cc(Cl)ccc3Cl)C2C1 (centres undefined)	-7	·	0	28*	-20	7	-12	-80	-0.4
Cc1ccc(S(=O)(=O)N2Cc3ccccc3CC2C(=O)N(C)C)cc1 (centres undefined)	-1	i	0	-15	-7	-5	-1	0	0.4
Cc1ccc(C)c(OCC(=O)Nc2ccccc2C(=O)N2CCN(C)CC2)c1	9	i	-1	1	-4	3	-4	2	-0.2
COc1cccc(CNc2nc(NCc3ccccc3)nc3ccsc23)c1	-7	i	3	13	9	13	2	-7	-2.0
CC(=O)c1ccc(OC2(C)CCN(Cc3ccccc3OC(F)F)C2)cc1 (centres undefined)	-6	i	1	-6	14	-8	-3	-3	0.5
CCc1ccccc1NC(=O)Nc1c(C)n(C)n(-c2ccccc2)c1=O	6	i	3	3	-6	0	-3	-1	2.1
CN(C)c1ccc(/C=N/N(Cc2ccccc2)c2ccccc2)cc1	11	i	2	2	10	12	-4	-2	-0.8
COc1ccccc1OCC(=O)NNC(=O)c1ccc2c(=O)n3c(nc2c1)CCC3	10	i	0	-13	0	13	-4	2	0.2
Cc1ccc(NC(=O)CN2CCC(C(=O)c3ccc4c(c3)OCCO4)CC2)cc1	-9	i	4	-1	11	6	-8	-4	1.4
COc1cc(-c2noc(C)c2C#CCO)cc(OC)c1OC	17	i	3	4	-11	-2	-11	5	-0.6
Cc1ccc(OCCC(=O)OCC(=O)NCCc2ccc(Cl)cc2)cc1	-12	i	0	-4	-3	13	-2	1	-0.1
Cc1ccc(SCCC(=O)N2CCN(S(=O)(=O)c3ccccc3)CC2)cc1	-5	i	0	-1	14	9	-3	-4	-0.5
